ABHD5-PLIN5 inh = blocks binding of human ABHD5 to perilipin-5; Q00G26+Q8WTS1; Split G. princeps luciferase complementation, luminescence, 4 h; inhibition, % at 4 µM; actives 0.78% (n = 360,000); AID 602281;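 active = inhibition above the mean inhibition across every tested compound plus 3 SD, cut at about 22% in these data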;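 also: 0% = DMSO only wells and the 100% control is not disclosed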
NOD2 RIPK2 PPI = inhibitors of human NOD2-RIPK2 interaction; O43353; CHO BLA complementation NOD2-RIPK2, CCF4 ratio; inhibition, % at 4.98 µM; actives 0.38% (n = 360,000); AID 624267; in the data active = inhibition above about 21%;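 also: 0% = vehicle only and 100% = reference blocker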
N-glyco inh = blocks N-linked glycosylation in D54 reporter cells; reporter increase, % at 12.5 µM; actives 0.23% (n = 360,000); D54 ERlucT glycosylation luciferase reporter, 24 h; percent of 100 nM tunicamycin response;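 active = mean luciferase reporter signal, scaled so untreated is 0 and the glycosylation-blocking control 100, at or above a set limit in every replicate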;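 also: luciferase carries N-glycosylation sites so blocking glycosylation raises the light; 0% = median of neutral control wells and 100% = median of 100 nM tunicamycin wells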
ABCB6 inh 2 = inhibitors of human ABC transporter ABCB6. Q9NP58. K562-ABCB6 porphyrin accumulation, flow cytometry, 1 h; stronger effect = lower value. fluorescence ratio to DMSO, % at 10 µM. actives 0.19% (n = 360,000);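 active = fluorescence ratio to DMSO below 75%, the collection mean minus 3 SD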;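 also: signal is porphyrin accumulated inside mitochondria; 100% equals median channel fluorescence of DMSO control wells; lower ratio means ABCB6 inhibition with less porphyrin fluorescence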
Target sequence (Q9NP58 whole entry, looked up): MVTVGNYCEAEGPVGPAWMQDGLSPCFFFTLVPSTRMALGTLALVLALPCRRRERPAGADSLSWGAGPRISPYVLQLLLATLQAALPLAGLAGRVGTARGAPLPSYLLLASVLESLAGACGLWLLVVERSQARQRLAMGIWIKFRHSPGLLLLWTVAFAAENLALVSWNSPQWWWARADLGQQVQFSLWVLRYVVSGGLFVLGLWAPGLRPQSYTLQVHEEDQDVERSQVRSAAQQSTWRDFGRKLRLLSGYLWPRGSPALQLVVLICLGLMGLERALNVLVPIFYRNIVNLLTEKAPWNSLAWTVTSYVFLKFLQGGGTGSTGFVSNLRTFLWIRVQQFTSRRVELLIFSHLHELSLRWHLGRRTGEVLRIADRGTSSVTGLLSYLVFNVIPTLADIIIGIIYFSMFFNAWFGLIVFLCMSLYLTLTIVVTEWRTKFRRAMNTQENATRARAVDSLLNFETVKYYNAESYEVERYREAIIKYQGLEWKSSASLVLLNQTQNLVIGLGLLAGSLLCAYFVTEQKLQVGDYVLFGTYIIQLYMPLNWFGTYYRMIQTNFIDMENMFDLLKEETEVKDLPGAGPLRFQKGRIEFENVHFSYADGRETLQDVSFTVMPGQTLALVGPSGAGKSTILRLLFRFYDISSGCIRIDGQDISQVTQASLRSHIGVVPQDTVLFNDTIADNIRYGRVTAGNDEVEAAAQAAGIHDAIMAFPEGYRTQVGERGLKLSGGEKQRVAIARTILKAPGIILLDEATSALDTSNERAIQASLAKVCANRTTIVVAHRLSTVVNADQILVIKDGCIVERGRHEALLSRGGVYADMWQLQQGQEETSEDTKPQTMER
m5-HT2A agonist = agonists of mouse serotonin 5-HT2A receptor (HTR2A). actives 0.66% (n = 360,000). CHO-K1 mHTR2A beta-arrestin complementation, luminescence; percent of 30 µM serotonin response. activation, % at 7.6 µM. P35363;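 active = activation above a run cutoff, the mean activation of all tested compounds plus 3 SD, cut at about 14% in these data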;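 also: 0% = plate median of compound wells and 100% = 30 µM serotonin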
MC4R antag cAMP = antagonists of human melanocortin 4 receptor (MC4R). MC4R-expressing cells, MTII-stimulated cAMP, LANCE TR-FRET. actives 0.48% (n = 360,000). AID 540295. inhibition, % at 6.5 µM;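 active = inhibition above its plate's cutoff, the mean of tested wells on that plate plus 3 SD, cut at about 29% in these data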;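 also: 0% = Melanotan II alone and 100% = Melanotan II plus saturating MCL0020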
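Assay system: U2OS cells stably expressing human melanocortin 4 receptor (MC4R) / Dosing: 6.5 µM / Timing: compound 30 min, challenge 1 h, detection 1 h / Measured by: Eu-cAMP/anti-cAMP TR-FRET, emission 671 nm / Replicates: singlicate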
NCOA2 inhibitor = inhibits human steroid receptor coactivator 2. Q15596. actives 0.17% (n = 370,000). AID 651957. inhibition, % at 9 µM. HEK293 GAL4-SRC2 luciferase reporter, luminescence;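 active = inhibition above the mean inhibition of all tested compounds plus 3 SD, set per campaign, cut at about 52% in these data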;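 also: 0% = DMSO treated cells and 100% = cells given Gossypol at 36 µM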
MC4R barr agon = human MC4R agonism via beta-arrestin; P32245; U2OS MC4R beta-arrestin complementation, luminescence; percent of melanotan II response, DMSO zero; activation, % at 8.9 µM; actives 0.98% (n = 360,000);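 active = activation above a per-plate cutoff, the mean activation of sample wells on that plate plus 3 SD, cut at about 8% in these data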
TLR9-MyD88 inh = TLR9-MyD88 interaction inhibition; Q9NR96+Q99836; inhibition, % at 4.98 µM; CHO BLA complementation TLR9-MyD88, CCF4 FRET ratio; actives 0.21% (n = 340,000);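 active = inhibition above the mean over all tested compounds plus 3 SD, cut at about 21% in these data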;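 also: 0% = DMSO only wells and 100% = clavulanate BLA inhibitor control wells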
H9c2 protect = protects H9c2 cardiomyocytes from peroxide injury; actives 0.63% (n = 360,000); H2O2 injury protection, ATPLite, 2 h; protection from H2O2 cell death, % at 20 µM;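 active = compounds giving at least 50% protection of heart cells from peroxide-induced death in the single-dose screen, raw or plate-pattern-corrected value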;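 also: 0% = DMSO wells with peroxide and 100% = DMSO wells without peroxide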
Starred values were filed as active, the others as inactive; x = not tested or not shown; & = joins results of further samples.

SMILES | ABHD5-PLIN5 inh | NOD2 RIPK2 PPI | N-glyco inh | ABCB6 inh 2 | m5-HT2A agonist | MC4R antag cAMP | NCOA2 inhibitor | MC4R barr agon | TLR9-MyD88 inh | H9c2 protect
O=C(Nc1ccc(Cl)cc1N1CCOCC1)C1CCCO1 (stereo not given) | 4 | 1 | -1 | 97 | -3 | -3 | 6 | -0.7 | 2 | 8
O=C(CN(C(=O)c1csnn1)c1cccc2c1CCCC2)NCc1ccccc1 | 2 | -10 | -2 | 99 | -3 | -2 | 11 | 0.2 | -3 | 0
COc1ccc(C(=O)NCC(=O)OCC(=O)Nc2ncc(Cl)cc2Cl)cc1[N+](=O)[O-] | 8 | -10 | 2 | 100 | 4 | 7 | -11 | -2.0 | -1 | 17
CCCCCOC(=O)C1=C(C)NC(=O)NC1c1ccccc1OCC (stereo not given) | 4 | 6 | 1 | 92 | -1 | 7 | 26 | 3.4 | 0 | 7
COc1ccc(-c2cnc(C(N)=O)c(=O)[nH]2)cc1 | 6 | -14 | 1 | 101 | 8 | 1 | -1 | 0.3 | 4 | 0
CCCn1c(C)cc(C(=O)Cn2nnc3ccccc3c2=O)c1C | -12 | -6 | -9 | 98 | -3 | -4 | -58 | -1.6 | 3 | -10
COc1ccc(S(=O)(=O)/N=C2\C=C(Nc3ccc(O)cc3)C(=O)c3ccccc32)cc1 | -7 | -1 | -19 | 103 | -13 | -41 | 74* | -1.5 | -3 | -6
COc1cccc(N2CCN(C(=O)CCCCCn3c(=S)[nH]c4cc5c(cc4c3=O)OCO5)CC2)c1 | 0 | -7 | -7 | 98 | -3 | -2 | -23 | 35* | -8 | -4
O=C(COc1ccccc1)NNC1=NS(=O)(=O)c2ccccc21 | 0 | -8 | 0 | 121 | -3 | 1 | -4 | -1.7 | -3 | -1
Cc1ccc(C)c(S(=O)(=O)c2c(C)cc(C)nc2Cl)c1 | 1 | 2 | -1 | 97 | 4 | 12 | -12 | 0.3 | -22 | 2
O=C(CCN1C(=O)/C(=C/c2ccc(F)cc2)SC1=S)N[C@@H](CO)Cc1ccccc1 | 2 | 4 | 0 | 95 | 5 | 1 | -32 | -1.8 | 3 | -8
Cc1cc(CNC(=O)C(C)n2cc([N+](=O)[O-])cn2)c2ccccc2n1 (stereo not given) | 3 | 5 | 19 | 99 | 0 | -21 | 3 | -1.9 | 4 | 7
CC1=CC2=NC(=O)/C(=C\c3ccc(OC(=O)c4ccco4)cc3)C(=N)N2O1 | -8 | -9 | 3 | 101 | 5 | 5 | -4 | -2.4 | 8 | 1
Cc1ccc(S(=O)(=O)N(CC(=O)NCc2ccco2)Cc2ccc(F)cc2)cc1 | -6 | -7 | -1 | 101 | 4 | -1 | -5 | -1.1 | -3 | -6
CC(=O)Nc1ccc(C)c(NS(=O)(=O)c2cccc(C(F)(F)F)c2)c1 | -9 | -1 | 1 | 99 | -2 | 8 | 7 | -2.4 | -3 | -2

NCOA2 inhibitor: entries above that show a hit
smiles,ABHD5-PLIN5 inh,NOD2 RIPK2 PPI,N-glyco inh,ABCB6 inh 2,m5-HT2A agonist,MC4R antag cAMP,NCOA2 inhibitor,MC4R barr agon,TLR9-MyD88 inh
COc1ccc(S(=O)(=O)/N=C2\C=C(Nc3ccc(O)cc3)C(=O)c3ccccc32)cc1,-7,-1,-19,103,-13,-41,74*,-1.5,-3

Continuation.
SMILES | ABHD5-PLIN5 inh | NOD2 RIPK2 PPI | N-glyco inh | ABCB6 inh 2 | m5-HT2A agonist | MC4R antag cAMP | NCOA2 inhibitor | MC4R barr agon | TLR9-MyD88 inh | H9c2 protect
CC(=O)Nc1ccc(SCC(=O)Nc2ccc3c(c2)OCCO3)cc1 | -17 | -11 | 2 | 95 | -2 | 4 | -61 | -1.1 | -5 | -6
COC(=O)C(C(=O)OC)C(C[N+](=O)[O-])c1ccc(OC)c(OC)c1 (stereo not given) | 10 | -6 | 3 | 99 | -2 | 4 | 1 | -0.5 | 12 | -6
CCC1CCCN1Cn1cnc2c([nH]c3ccccc32)c1=O (stereo not given) | 6 | 2 | 2 | 89 | 2 | 3 | -1 | -1.1 | -1 | -3
COc1ccc(OC)c(Nc2cc(C(=O)NCCCN3CCOCC3)c3ccccc3n2)c1 | 14 | 7 | -3 | 75 | -1 | 4 | 15 | -1.9 | 7 | 21
Cc1ccccc1Nc1nc(N2CCOCC2)nc(N2CCOCC2)n1 | -6 | -4 | -4 | 99 | 0 | 6 | 10 | -3.9 | 6 | 4
CC(C)CC(NC(N)=O)C(=O)Nc1ccc2c(c1)OCO2 (stereo not given) | 2 | 0 | 3 | 99 | -2 | -2 | -23 | -2.6 | 10 | -1
CC1=CCC(C(=O)O)(C(=O)N/N=C/c2cccs2)C(c2ccc(Cl)cc2)C1 (stereo not given) | -5 | -5 | 1 | 96 | 4 | 0 | 14 | 3.3 | 4 | 0
CCCn1nnnc1NCc1ccc(N2CCCC2)cc1 | 10 | -11 | 1 | 100 | 6 | 4 | 12 | -0.7 | -6 | 0
Cn1c(=O)[nH]c(Nc2ccccc2)c([N+](=O)[O-])c1=O | 1 | 1 | 0 | 98 | -3 | 13 | 6 | -1.4 | 0 | -5
Cc1ccccc1NC(=O)C(C)Sc1nnc(-c2ccncc2)n1CC1CCCO1 (stereo not given) | 2 | -5 | 2 | 109 | 4 | 9 | -1 | 0.6 | -9 | -2
N#Cc1ccc(CN2CCN(C(=O)c3ccc(S(=O)(=O)N4CCCCCC4)cc3)CC2)cc1 | 9 | -5 | -2 | 91 | 10 | 8 | 15 | 0.8 | -10 | 0
Cc1ccc(C(=O)N/C(=C\c2ccccc2)C(=O)NCC2CCCO2)cc1 (stereo not given) | -6 | -5 | 3 | 106 | -2 | 10 | -20 | -0.5 | -3 | 5
COc1ccc(C(C)NC(=S)NC2CCCCC2)cc1OC (stereo not given) | -3 | -4 | 2 | 104 | 4 | 3 | -1 | -0.9 | -11 | -4
O=C(CN1CCOCC1)NC1CC2CCC1C2 (stereo not given) | 5 | 0 | -1 | x | 2 | 12 | -2 | 1.1 | -7 | -3
Cc1nc(Nc2ccc(F)cc2)[nH]c(=O)c1CCC(C)C | -10 | -1 | x | 90 | -5 | 2 | -13 | 2.3 | -3 | -27
CC(/C=N/Nc1nc2ccccc2[nH]1)=C\c1ccccc1 | -3 | 1 | -11 | 87 | -4 | -3 | -61 | -1.3 | -4 | -19
CSc1ccccc1NC(=O)c1ccc(CN2CCOCC2)cc1 | -2 | -3 | -1 | 91 | 2 | -5 | 14 | 2.1 | x | -14
O=C(CSc1nc2ccccc2[nH]1)Nc1c(F)cccc1F | 10 | -5 | 3 | 90 | 4 | -1 | -3 | 1.0 | -3 | -1
Nc1nnc(-c2cn(-c3ccccc3)nc2-c2ccc(Cl)cc2)o1 | 1 | -7 | -2 | 100 | 0 | 1 | -6 | 6.2 | -3 | -4
CCc1ccc(-c2csc3ncn(CC(=O)NCc4ccco4)c(=O)c23)cc1 | -1 | -2 | 1 | 100 | -1 | 11 | 8 | -1.2 | -3 | 0
CCc1ccccc1NC(=O)C1CCCC1 | -2 | -4 | 1 | 95 | 0 | 10 | -2 | -2.2 | x | -4
OC(COC(c1ccc(F)cc1)c1ccc(F)cc1)CN1CCCC1 (stereo not given) | 1 | 5 | -2 | 95 | 2 | 0 | 15 | -1.8 | 6 | 0
CCOc1ccc(NC(=O)CCC(=O)NNC(=O)COc2ccc(C)cc2)cc1 | -4 | 3 | 0 | 104 | 4 | 8 | -15 | 2.4 | 8 | -3
Clc1ccc(-n2nnnc2-c2ccno2)cc1 | -1 | -15 | 2 | 103 | -1 | 19 | -8 | -0.5 | x | 2
COC(=O)/C(C#N)=C/c1occc1C | 3 | 4 | -2 | 95 | -1 | 5 | 2 | -2.0 | -2 | -4
NC(=O)C1CCN(C(=O)CSc2nc(O)cc(=O)[nH]2)CC1 | 2 | 12 | 0 | 95 | 4 | 15 | -7 | 2.2 | -19 | 4
CCCn1c(CN2CCN(C(=O)OCC)CC2)nc2c1c(=O)n(C)c(=O)n2C | -1 | 0 | 3 | 99 | -5 | 0 | 10 | -0.2 | 6 | -18
CSc1cccc(NC(=S)N2CCC(N(C)C3CCCCC3)CC2)c1 | 2 | -21 | -4 | 90 | -4 | 2 | 8 | -0.6 | -17 | 2
CCC(NC(=O)NNC(N)=S)(C(F)(F)F)C(F)(F)F | -1 | -1 | 2 | 101 | 3 | 6 | -39 | 0.1 | -9 | -3
CCOc1ccc(OCCC(=O)N2CCN(S(=O)(=O)c3ccc(F)cc3)CC2)cc1 | -14 | 4 | 0 | 102 | -2 | 11 | -7 | -2.7 | -4 | -7
COc1cc([C@@H]2[C@H]3CN(C)CC=C3C(C#N)=C(N)C2(C#N)C#N)cc2c1OCO2 | -3&-9 | -15&-8 | 1&0 | 103&106 | 6&-4 | 8&5 | 7 | -2.9&-3.2 | -6&2 | 7&-5
Cc1ccc(C(=O)Nn2cnnc2)cc1S(=O)(=O)N1CCOCC1 | 0 | -28 | 0 | 96 | 7 | 1 | -6 | -0.7 | 13 | 5
COc1ccc(C)cc1NC(=O)NCc1ccco1 | -1 | -8 | 1 | 93 | -2 | 1 | 7 | -2.2 | -6 | -2
Nc1nc(SCC(=O)N2CCCCCC2)[nH]c(=O)c1NC(=O)c1ccco1 | 2 | -4 | 0 | 103 | 0 | 16 | 12 | 1.2 | 0 | 3
COc1cc(/C=N/Nc2nc(C)cc(=O)[nH]2)ccc1OC(=O)c1cccnc1 | -7 | -12 | 2 | 96 | 2 | 8 | 5 | -2.6 | -1 | 20
O=C(COc1coc(CN2CCc3ccccc3C2)cc1=O)Nc1cccc(F)c1 | 4 | -3 | 2 | 101 | 3 | 9 | -13 | -3.1 | -5 | -2
O=C(c1ccco1)N1CCN(S(=O)(=O)c2ccc(Cl)s2)CC1 | -4 | 3 | 1 | 96 | 0 | 13 | 0 | 0.4 | 4 | 4
Cc1ccc(OCC(O)CNC(C)c2ccccc2)cc1C (stereo not given) | 3 | 2 | 1 | 101 | -6 | 2 | 2 | 3.6 | -14 | 6
Cc1ccc2nc(-c3cccc(Cl)c3)c(Cc3cccc(F)c3)n2c1 | -9 | -16 | x | 117 | 1 | x | -29 | x | x | x
O=S1(=O)CCN2C(c3cccc4ccccc34)=CSC2=N1 | 5 | 0 | 3 | 103 | 4 | -3 | 21 | -1.9 | -10 | -3
CC(C)n1nnnc1SCC(=O)NCc1cccs1 | 7 | -6 | 1 | 89 | 1 | 1 | 16 | -2.1 | -12 | -2
C=CCOc1c(Br)cc(/C=N/n2c(CC)n[nH]c2=S)cc1Br | -9 | -1 | 3 | 95 | 2 | -12 | 7 | 6.2 | 6 | -14
CCCCOC(=O)c1ccc(NC(=S)NC(=O)c2c(Br)c(C)nn2C)cc1 | 0 | -7 | -4 | 99 | 1 | 9 | 6 | -1.5 | 4 | -8

Screening results: PubChem BioAssay, several laboratories

An excerpt (hit frequency here may not be typical).
